ARNT-TACC3 inh: ARNT/TACC3 interaction disruption; AID 623870; AlphaScreen His-ARNT PAS-B/GST-TACC3 binding, luminescence; TACC3 fragment carries E629A point mutation; 390,000 tested, 0.66% active; inhibition, % at 9.99 µM; Q9Y6A5;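 active = mean inhibition of replicates at least 50% and at least half of replicates each reaching 50%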;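 also: 0% = complete ARNT plus TACC3 wells and 100% = ARNT alone without TACC3; many hits fall short of the cut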
esBAF inh: inhibitors of esBAF chromatin remodeling in mouse ES cells; Bmi1-luciferase knock-in reporter, 24 h; 100% = twice the neutral-well signal; reporter increase, % at 12.5 µM; 350,000 tested, 2% active; in the data active = activation above about 40%;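 also: 0% = median of the plate's neutral control wells and 100% = double that signal; a rise in the Bmi1 reporter signal indicates esBAF inhibition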
RAD54 inh: inhibitors of human RAD54 branch migration; inhibition, % at 10.4 µM; 360,000 tested, 0.14% active; RAD54 Holliday junction branch migration, FAM/BHQ fluorescence; AID 602329;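 active = mean normalized replicate activity at least 40 and at least half of replicates scoring 40 or more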;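 also: 0% = median of neutral control wells and 100% = median of positive control wells; inhibitors cause a drop in the FAM fluorescence signal; in these data hits start at about 50%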
Target sequence (Q92698 whole entry, looked up): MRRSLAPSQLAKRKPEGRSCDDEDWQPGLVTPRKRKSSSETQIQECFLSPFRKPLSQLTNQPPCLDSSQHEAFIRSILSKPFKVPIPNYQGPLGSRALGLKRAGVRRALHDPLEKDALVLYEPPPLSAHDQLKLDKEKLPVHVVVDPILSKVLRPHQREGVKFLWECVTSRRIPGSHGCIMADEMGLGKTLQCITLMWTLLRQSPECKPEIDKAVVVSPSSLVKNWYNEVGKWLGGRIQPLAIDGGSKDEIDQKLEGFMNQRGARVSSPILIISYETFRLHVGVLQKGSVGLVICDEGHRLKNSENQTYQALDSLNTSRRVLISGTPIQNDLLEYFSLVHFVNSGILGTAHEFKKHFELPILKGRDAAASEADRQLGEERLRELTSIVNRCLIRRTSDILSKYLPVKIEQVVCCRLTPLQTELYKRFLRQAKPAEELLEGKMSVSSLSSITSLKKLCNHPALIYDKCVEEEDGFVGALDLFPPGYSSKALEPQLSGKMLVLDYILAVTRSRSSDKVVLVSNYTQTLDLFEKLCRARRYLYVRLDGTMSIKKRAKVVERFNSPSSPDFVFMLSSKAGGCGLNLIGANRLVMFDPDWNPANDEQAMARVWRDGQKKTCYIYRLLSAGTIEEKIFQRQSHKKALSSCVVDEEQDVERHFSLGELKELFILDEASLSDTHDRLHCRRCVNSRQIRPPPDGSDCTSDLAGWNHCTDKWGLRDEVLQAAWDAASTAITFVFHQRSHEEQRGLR
The depositor's hits bear a star. The list is partial (hit frequency here may not be typical).

SMILES	ARNT-TACC3 inh	esBAF inh	RAD54 inh
COc1ccc(Cc2c(O)nc(SCC(=O)N3CCCCCC3)[nH]c2=O)cc1	8	9	2
CCNC(=S)NNC(=O)c1csc2c1CCC(C)C2 (stereo unspecified)	0	6	-6
COc1ccc(Cl)cc1NC(=O)CN(c1ccccc1)S(=O)(=O)N(C)C	-1	-6	4
C=CCn1c(N)c(C(=O)Nc2ccc(C)c(C)c2)c2nc3ccccc3nc21	-1	-10	10
CC1CCc2c(C(=O)Oc3cccc(-n4cnnn4)c3)csc2C1 (stereo unspecified)	-1	1	0
CCOC(=O)C1CCN(C(=O)CNS(=O)(=O)c2ccc(Br)s2)CC1	-4	0	5
O=C(CCc1nc2ccccc2[nH]1)Nc1ccc2c(c1)OCO2	2	14	-1
Cc1cc(C(=O)OCC(=O)Nc2cc(C(F)(F)F)ccc2N2CCOCC2)c(C)o1	-4	2	9
Cc1cc(C)c(S(=O)(=O)N(C)CC(=O)N2CCCCC2)c(C)c1	-5	-1	1
CCC(C)C(NC(=O)C1CCC(C)CC1)C(=O)NC(C(=O)OC)C(C)C (stereo unspecified)	17	-2	1
CCCCOC(=O)C1[C@H]2C(=O)N(Cc3cccs3)C[C@]23C=C[C@H]1O3 (stereo partly specified)	-7	-3	-7
Cn1c(=O)c2c(nc(NCCCN3CCOCC3)n2Cc2cccc(Cl)c2)n(C)c1=O	-6	-2	10
Cn1c(=O)cc(OCCCC(=O)NCc2ccco2)c2ccccc21	7	3	-7
CN(Cc1ccccc1)Cc1nc2c([nH]1)c(=O)n(C)c(=O)n2C	-4	-1	-13
N#Cc1c(N)nc2c(c1N)CC(=O)N2c1ccccc1-c1ccccc1	-3	-7	0
Cc1nnc(-c2cccc(Br)c2)c2cn(-c3ccc(Br)cc3)nc12	-8	5	9
COc1ccc(CSc2nc3ccccc3[nH]2)cc1	-10	11	-5
CCn1cc(C(=O)NCc2ccccc2F)c(=O)c2ccc(C)nc21	10	-4	3
CC(=O)c1ccc(N2CCN(C(=O)C3CCN(S(=O)(=O)Cc4ccccc4)CC3)CC2)cc1	-10	-5	4
O=C(Cn1cnc2c(nnn2Cc2ccc(F)cc2)c1=O)NCc1ccco1	6	1	-5
CCN(CC)C(=O)Oc1ccc(NC(C)=O)cc1	-4	9	-1
Cc1cc(C)cc(-n2c(C)cc(C(=O)CSc3nnnn3C)c2C)c1	4	26	6
Cc1ccc2nc(/C(C#N)=N/O)[nH]c2c1	7	2	-6
Cn1c(=O)[nH]c2cc(Cl)cnc21	1	-6	-15
Cc1ccc(Nc2c([N+](=O)[O-])ccc3c2=NC2(CCCCC2)N=3)cc1	18	5	-4
OC(COCc1ccccc1)CN1CCCC1 (stereo unspecified)	-11	-6	-1
COc1ccc(-n2nnnc2SCC(=O)Nc2nnc(C)s2)cc1OC	-11	-3	-6
Oc1ccc2ccccc2c1C=NCc1cn2ccsc2n1	18	-15	0
CCCC(=O)c1cc(F)c(N2CCN(CCC#N)CC2)cc1C	0	1	-2
CCOC(=O)c1cnc(-c2cccc(OC)c2)[nH]c1=O	0	4	1
COc1ccc(CCn2c(=N)c(C(=O)N3CCN(C)CC3)cc3c(=O)n4ccccc4nc32)cc1	5	-7	33
COc1ccc(OC)c(C2=Nn3c(nnc3-c3cccc(OC(C)C)c3)SC2)c1	-13	-11	2
COC(=O)c1[nH]c2ccc(C)cc2c1NS(=O)(=O)c1ccc(F)cc1	-7	-5	-9
CC(=O)c1c(O)c(C)c(-c2ccccc2)n(-c2ccccc2)c1=O	-5	-2	-3
CCN(C(=O)c1cccs1)c1nnc(-c2ccncc2)s1	-8	58*	2
O=C(Nc1ccc(Cl)cc1)NC1(C(=O)NCCCN2CCOCC2)CCCCC1	4	1	12
COC(=O)CSc1nc2c(c(=O)n(C)c(=O)n2C)n1CCC(C)C	-5	0	6
COc1ccc(S(=O)(=O)N(CC(=O)N/N=C/c2cccs2)c2ccc(C)cc2)cc1OC	8	0	-1
CN(CC(=O)Nc1ccccc1C(=O)N1CCCC1)S(=O)(=O)c1ccc(Cl)cc1	-25	5	8
O=C(NCC1CCCO1)c1ccc(COc2ccc(F)cc2)o1 (stereo unspecified)	-2	30	0

Two of the compounds above, with each value named:
COc1ccc(S(=O)(=O)N(CC(=O)N/N=C/c2cccs2)c2ccc(C)cc2)cc1OC
  ARNT-TACC3 inh = 8
  esBAF inh = 0
  RAD54 inh = -1

CN(CC(=O)Nc1ccccc1C(=O)N1CCCC1)S(=O)(=O)c1ccc(Cl)cc1
  ARNT-TACC3 inh = -25
  esBAF inh = 5
  RAD54 inh = 8

Continuation.
SMILES	ARNT-TACC3 inh	esBAF inh	RAD54 inh
O=C(COC(=O)[C@H](Cc1ccccc1)NC(=O)c1ccco1)NCc1ccccc1	-6	-1	-5
O=C(c1ccc2snnc2c1)N1CCSCC1	-12	-4	-5
Cc1c(NC(=O)CSC2=C(C#N)C(c3ccccc3F)CC(=O)N2)c(=O)n(-c2ccccc2)n1C (stereo unspecified)	-6	-7	-6
Cc1nc2sc(C(=O)O)c(N)c2c2c1COC(C)(C)C2	2	-5	0
Cc1nnc(SCCC(C)C)[nH]c1=O	-6	-9	9
COc1ccc(CNS(=O)(=O)c2ccc3c(c2)CCN3C(=O)C2CC2)cc1	-18	0	-4
COc1cc(CC(=O)NCCc2ccc(OCc3ccccc3)cc2)c([N+](=O)[O-])cc1OC	0	30	-2
Cc1ccc(C2CN=NC23CCc2ccccc2C3=O)cc1 (stereo unspecified)	-4	48*	-2
CCOC(=O)Cn1nnnc1C(CC)N(Cc1ccccc1)Cc1cc2cc(C)ccc2[nH]c1=O (stereo unspecified)	-6	6	-3
O=C(CN(C(=O)Cn1nnc(-c2ccccc2F)n1)c1cccc2c1CCCC2)NCc1ccccc1	-4	-2	2
O=C(NCc1cccnc1)C1CCCCN1S(=O)(=O)c1ccc(F)cc1 (stereo unspecified)	-9	0	-6
Cn1c(=O)oc2cc(S(=O)(=O)NC3CCCCCCC3)ccc21	3	-1	0
O=C(NCC(=O)N(CC1CCCO1)C1(C(=O)NC2CCCCC2)CCCCC1)c1ccccc1 (stereo unspecified)	3	6	-5
Cc1ccccc1C(=O)Nc1ccc(S(=O)(=O)N2CCOCC2)cc1	-8	-10	0
CC1(C)Cc2c(C#N)c(SCc3nc4ccccc4[nH]3)nc(N3CCOCC3)c2CO1	-13	19	-6
COc1cccc(N2C(=O)CC(N3CCC(C(N)=O)(N4CCCCC4)CC3)C2=O)c1 (stereo unspecified)	2	-6	0
C=CCn1c(C(CCC(C)C)CC(C)(C)O)n[nH]c1=S (stereo unspecified)	-3	-12	-3
O=C(OCC(=O)c1c[nH]c2ccccc12)c1ccco1	-4	34	0
Cc1ccc(NC(=O)/C(=C\c2cccc([N+](=O)[O-])c2)NC(=O)c2cccs2)cc1	7	1	0
O=C1CC(N2CCN(Cc3ccc4c(c3)OCO4)CC2)C(=O)N1c1cccc(Cl)c1 (stereo unspecified)	-1	3	-13

Part of the list above in order of SMILES length, low to high.
SMILES	ARNT-TACC3 inh	esBAF inh	RAD54 inh
Cc1nnc(SCCC(C)C)[nH]c1=O	-6	-9	9
O=C(c1ccc2snnc2c1)N1CCSCC1	-12	-4	-5
CCN(CC)C(=O)Oc1ccc(NC(C)=O)cc1	-4	9	-1
CCNC(=S)NNC(=O)c1csc2c1CCC(C)C2 (stereo unspecified)	0	6	-6
Cc1ccc(C2CN=NC23CCc2ccccc2C3=O)cc1 (stereo unspecified)	-4	48*	-2
O=C(NCC1CCCO1)c1ccc(COc2ccc(F)cc2)o1 (stereo unspecified)	-2	30	0
CCCC(=O)c1cc(F)c(N2CCN(CCC#N)CC2)cc1C	0	1	-2
Cn1c(=O)cc(OCCCC(=O)NCc2ccco2)c2ccccc21	7	3	-7
CC1CCc2c(C(=O)Oc3cccc(-n4cnnn4)c3)csc2C1 (stereo unspecified)	-1	1	0
CCn1cc(C(=O)NCc2ccccc2F)c(=O)c2ccc(C)nc21	10	-4	3
Cc1ccccc1C(=O)Nc1ccc(S(=O)(=O)N2CCOCC2)cc1	-8	-10	0
O=C(NCc1cccnc1)C1CCCCN1S(=O)(=O)c1ccc(F)cc1 (stereo unspecified)	-9	0	-6
Cc1cc(C)c(S(=O)(=O)N(C)CC(=O)N2CCCCC2)c(C)c1	-5	-1	1
CCOC(=O)C1CCN(C(=O)CNS(=O)(=O)c2ccc(Br)s2)CC1	-4	0	5
O=C(Nc1ccc(Cl)cc1)NC1(C(=O)NCCCN2CCOCC2)CCCCC1	4	1	12
COC(=O)c1[nH]c2ccc(C)cc2c1NS(=O)(=O)c1ccc(F)cc1	-7	-5	-9
COc1ccc(CNS(=O)(=O)c2ccc3c(c2)CCN3C(=O)C2CC2)cc1	-18	0	-4
Cc1ccc(Nc2c([N+](=O)[O-])ccc3c2=NC2(CCCCC2)N=3)cc1	18	5	-4
O=C(COC(=O)[C@H](Cc1ccccc1)NC(=O)c1ccco1)NCc1ccccc1	-6	-1	-5
CN(CC(=O)Nc1ccccc1C(=O)N1CCCC1)S(=O)(=O)c1ccc(Cl)cc1	-25	5	8
CC1(C)Cc2c(C#N)c(SCc3nc4ccccc4[nH]3)nc(N3CCOCC3)c2CO1	-13	19	-6
O=C(NCC(=O)N(CC1CCCO1)C1(C(=O)NC2CCCCC2)CCCCC1)c1ccccc1 (stereo unspecified)	3	6	-5
CCOC(=O)Cn1nnnc1C(CC)N(Cc1ccccc1)Cc1cc2cc(C)ccc2[nH]c1=O (stereo unspecified)	-6	6	-3
COc1cc(CC(=O)NCCc2ccc(OCc3ccccc3)cc2)c([N+](=O)[O-])cc1OC	0	30	-2
O=C(CN(C(=O)Cn1nnc(-c2ccccc2F)n1)c1cccc2c1CCCC2)NCc1ccccc1	-4	-2	2
CC(=O)c1ccc(N2CCN(C(=O)C3CCN(S(=O)(=O)Cc4ccccc4)CC3)CC2)cc1	-10	-5	4
COc1ccc(CCn2c(=N)c(C(=O)N3CCN(C)CC3)cc3c(=O)n4ccccc4nc32)cc1	5	-7	33
Cc1c(NC(=O)CSC2=C(C#N)C(c3ccccc3F)CC(=O)N2)c(=O)n(-c2ccccc2)n1C (stereo unspecified)	-6	-7	-6

Next compounds:
SMILES	ARNT-TACC3 inh	esBAF inh	RAD54 inh
Cc1ccc(NC(=O)COC(=O)CN2CSCC2=O)cc1C	1	-1	3
Cc1nc2oc(C(=O)c3ccc(Br)cc3)c(N)c2c2c1COC(C)(C)C2	-2	-14	-2
O=C(O)C(c1ccccc1)C1(O)CCCC1 (stereo unspecified)	-10	-3	4
Cn1c(SCC(N)=O)nnc1C1CCN(C(=O)NCc2ccccc2)CC1	-24	-7	-7
CCOCc1nnc(NC(=O)c2c(OC)cccc2OC)s1	0	-3	16
CN(C)S(=O)(=O)c1ccc(S(=O)(=O)N(CC(=O)Nc2ccccc2)CC2CCCO2)cc1 (stereo unspecified)	-3	7	-2
Cn1c(=O)c2c(ncn2CCCc2ccccc2)n(C)c1=O	-7	4	2
CC1(C)Cc2ccccc2-c2nnc(-c3cccc(O)c3)n21	-13	-3	-1
COc1ccc(S(=O)(=O)N(CCCN2CCOCC2)Cc2ccc(OC)c(OC)c2)cc1	10	-10	3
Cc1ccccc1NC(=O)CC1SCCNC1=O (stereo unspecified)	31	4	-4
CCCc1cc(=O)[nH]c(SCC(=O)N2CCN(c3ccc(F)cc3)CC2)n1	4	-3	3
CC(C)c1nc(N2CCOCC2)c(C#N)c2c1CCC2	1	5	10
Cc1cn(S(=O)(=O)c2ccc(Br)cc2)cn1	-4	1	-7
Cc1ccc(OCC(=O)N(Cc2ccco2)C2CCS(=O)(=O)C2)cc1C (stereo unspecified)	3	0	17
COc1ccc(-n2nnnc2SCc2nc3ccccc3s2)cc1	-1	71*	-4
Cc1cc(N2CCOCC2)n2ncc(-c3ccccc3)c2n1	-9	-56	11
O=C(CNCCO)NC12CC3CC(CC(C3)C1)C2	-3	-1	10
COc1ccccc1N1CCN(C(=O)c2ccc(CN3CCc4ccccc4C3)cc2)CC1	3	-4	-1
O=C(NCCSc1ccccc1)c1ccccc1	-1	38	-10
COc1ccc(Cn2c(CCC(=O)Nc3ccc(C)c(C)c3)nc3cccnc32)cc1	-7	1	-2
CCCCCC1CC(CC(=O)NC(=S)Nc2ccc([N+](=O)[O-])cc2)C(=O)O1 (stereo unspecified)	-1	-8	-1
CC(C)n1c(CNC(=O)c2ccccc2)nc2ccccc21	0	7	-20
CC(OC(=O)CCc1nc2ccccc2[nH]c1=O)C(=O)c1ccccc1 (stereo unspecified)	-5	-1	0
COc1ccc(OC)c(NC(=O)CCN2CCN(c3ccccc3)CC2)c1	9	2	5
O=C(Cn1c(=O)sc2ccccc21)N1CCOCC1	-4	0	12
Cc1c(CCO)c(=O)n(C)n1C(=O)c1ccc(F)cc1	-1	2	-2
O=c1c2cc(-c3ccccc3)sc2ncn1-n1cccc1	-2	72*	-2
CCNCCNC(=O)c1c(O)c2ccccc2n(CC)c1=O	12	10	7
O=S(=O)(c1ccc(OCC(O)CN2CCN(c3ccccc3O)CC2)cc1)N1CCOCC1 (stereo unspecified)	-4	0	10
C=CCn1c(N)cc(=O)nc1SCC(=O)Nc1cccc2ccccc12	-6	-2	-4
C(=C\c1ccccc1)/CSc1nnc(-c2cccnc2)n1Cc1ccco1	3	-8	7
CCOc1ccc(C(=O)Nc2ccc(Cl)cn2)cc1Cl	-1	132*	0
